NS3 helicase inh: inhibitors of Hepatitis C virus NS3 helicase; 0.56% of 290,000 active; NS3 helicase DNA unwinding, Cy5 molecular beacon fluorescence; inhibition, % at 10.9 µM;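 active = inhibition above the mean of all tested compounds plus 3 SD, set per campaign, cut at about 35% in these data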;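 note: 0% = DMSO wells and 100% = thioflavine S control wells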
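Assay system: hepatitis C virus NS3 helicase domain fragment enzyme. Also added: annealed dual-labelled DNA beacon duplex, ATP-started. Timing: 1 h reaction at 25 °C, ATP-initiated. Technique: Cy5 fluorescence at 0 and 60 min, beacon hairpin quenching. Evaluation: % inhibition of unwinding. Replication: one well per compound.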
GPR7 antag: antagonists of human GPR7 (neuropeptides B/W receptor 1); P48145; GPR7-expressing cells, fluorescence antagonist assay; 1.1% of 290,000 active; inhibition, % at 4.4 µM; in the data active = inhibition above about 16%, passing the limit was not always enough;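 note: cells stimulated with the agonist NPW; 0% = agonist with vehicle and 100% = vehicle without agonist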
Target sequence (P48145 whole entry, looked up): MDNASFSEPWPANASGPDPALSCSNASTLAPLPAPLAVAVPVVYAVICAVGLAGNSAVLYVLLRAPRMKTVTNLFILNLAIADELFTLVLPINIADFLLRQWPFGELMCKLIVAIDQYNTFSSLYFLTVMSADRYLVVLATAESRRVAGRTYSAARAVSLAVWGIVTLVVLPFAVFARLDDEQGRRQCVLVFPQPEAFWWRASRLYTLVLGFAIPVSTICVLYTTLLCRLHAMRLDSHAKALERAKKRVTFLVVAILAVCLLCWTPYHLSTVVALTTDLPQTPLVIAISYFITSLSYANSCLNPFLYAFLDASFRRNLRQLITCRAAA
OXTR ag: agonists of human oxytocin receptor | P30559 | CHO-OTR cells, Fluo-8 calcium fluorescence; normalized: DMSO 0%, oxytocin 100% | activation, % at 3 µM | 0.32% of 320,000 active;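 active = activation above the mean of all tested compounds plus 3 SD, cutoff set per screening run, cut at about 20% in these data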;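 note: peak over basal fluorescence ratio from a 100 s FLIPR kinetic read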
Target sequence (P30559 whole entry, looked up): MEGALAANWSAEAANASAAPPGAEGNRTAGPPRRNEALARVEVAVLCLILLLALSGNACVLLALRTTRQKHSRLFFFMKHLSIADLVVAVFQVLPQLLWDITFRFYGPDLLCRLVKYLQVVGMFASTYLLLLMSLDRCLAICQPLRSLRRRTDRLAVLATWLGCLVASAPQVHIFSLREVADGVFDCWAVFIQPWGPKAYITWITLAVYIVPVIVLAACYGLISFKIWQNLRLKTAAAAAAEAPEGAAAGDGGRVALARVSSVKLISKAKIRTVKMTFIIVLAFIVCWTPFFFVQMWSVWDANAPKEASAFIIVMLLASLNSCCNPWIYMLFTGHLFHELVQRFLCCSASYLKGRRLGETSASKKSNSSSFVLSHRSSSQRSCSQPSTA
V1R ag counter: V1a receptor agonism, counter-screen for OXTR agonists; P37288; CHO-V1R cells, Fluo-8 calcium fluorescence, agonist mode; 0% DMSO, 100% 3 nM vasopressin; activation, % at 3 µM; 0.25% of 320,000 active;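 active = activation above the mean activation of all tested compounds plus 3 SD, per screening run, cut at about 20% in these data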;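 note: signal is peak over basal fluorescence ratio across a 100 second FLIPR read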
VIM-2 inhibitor: inhibitors of Pseudomonas aeruginosa VIM-2 metallo-beta-lactamase; purified VIM-2, nitrocefin hydrolysis, epi-absorbance fluorescence; inhibition, % at 5.6 µM; 0.89% of 290,000 active;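 active = inhibition above the mean of all tested compounds plus 3 SD, cutoff set per screening run, cut at about 7.5% in these data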;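 note: red hydrolysis product quenches plate fluorescence so inhibitors raise well fluorescence; 0% = enzyme with DMSO and 100% = DMSO without enzyme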
GalR3 antagonist: human GalR3 antagonism; O60755; HEK293 GalR3-CNG cAMP membrane potential fluorescence; galR3 body fused to GalR1 C-terminus; inhibition, % at 3 µM; 0.44% of 360,000 active; AID 651719;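 active = inhibition above the screen-wide average plus 3 SD, cut at about 13% in these data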;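 note: forskolin and galanin both at EC90 stimulate the cells; cAMP rise reported by CNG channel membrane potential dye signal; 0% = forskolin plus galanin with DMSO and 100% = forskolin alone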
Target sequence (O60755 1-299 limits assumed): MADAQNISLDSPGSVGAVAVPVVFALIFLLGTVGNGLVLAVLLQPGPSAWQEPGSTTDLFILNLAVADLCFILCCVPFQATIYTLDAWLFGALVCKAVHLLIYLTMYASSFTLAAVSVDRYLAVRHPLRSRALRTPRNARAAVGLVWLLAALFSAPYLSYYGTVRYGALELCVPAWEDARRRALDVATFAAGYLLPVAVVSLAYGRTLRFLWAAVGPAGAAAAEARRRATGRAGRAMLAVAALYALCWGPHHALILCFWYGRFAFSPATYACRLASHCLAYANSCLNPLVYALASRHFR
FID counter: counter-screen for HCV NS3 helicase inhibitors: DNA intercalator displacement; 0.17% of 290,000 active; DNA fluorescent intercalator displacement, fluorescence; inhibition, % at 7.9 µM; in the data active = inhibition above about 37%;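 note: 0% = vehicle and 100% = reference compound; higher means more ethidium bromide displaced from hairpin DNA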
PHOSPHO1 inh: blocks human PHOSPHO1 phosphatase activity. recombinant PHOSPHO1, absorbance phosphatase assay. inhibition, % at 13.3 µM. Q8TCT1. 1.1% of 290,000 active; in the data active = inhibition above about 60%
IMP-1 inh: blocks Pseudomonas aeruginosa IMP-1 metallo-beta-lactamase. purified IMP-1, nitrocefin hydrolysis, epi-absorbance fluorescence. inhibition, % at 5.6 µM. 0.45% of 290,000 active. AID 1556;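 active = inhibition above the mean plus 3 SD of all compounds in the same screening run, cut at about 4.5% in these data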;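 note: 0% = IMP-1 with DMSO and 100% = DMSO wells lacking enzyme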
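Test system: recombinant IMP-1 enzyme, purified / Medium: HEPES buffer pH 7.1 with ZnSO4 and Brij 35 / Doses: single dose, 5.6 µM / Times: 25 °C, 15 min preincubation, 25 min reaction / Detection: Epi-absorbance via hydrolysed-nitrocefin quenching of white-plate fluorescence, 480/530 nm, EDTA stop / Evaluation: percent inhibition from optical density relative to buffer-blank wells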
An asterisk follows results filed as active; / = no result given. The order is random. Share with any hit: about 4.3%.

Below each compound – NS3 helicase inh | GPR7 antag | OXTR ag | V1R ag counter | VIM-2 inhibitor | GalR3 antagonist | FID counter | PHOSPHO1 inh | IMP-1 inh
> CN(C)S(=O)(=O)c1ccc(C(=O)NCc2ccco2)cc1
 : 5.1 | -0.4 | 0.5 | 1.5 | -3.1 | -2.0 | 3.2 | 11.7 | -1.8
> CN(C)S(=O)(=O)c1cccc(C(=O)NCC2CCCCC2)c1
 : -5.1 | 1.6 | 2.2 | 0.8 | -0.9 | -7.4 | -17.2 | 15.1 | -2.7
> Cc1cc(/C=C2\SC(=S)N(Cc3ccco3)C2=O)c(C)n1-c1cccnc1
 : 2.1 | -2.1 | / | / | -2.6 | 0.1 | -0.7 | 21.5 | -2.3
> CCc1c(C)nc2c(C#N)c(C)[nH]n2c1=O
 : -2.3 | -11.2 | -0.5 | 0.8 | 0.5 | -2.2 | 1.9 | 54.6 | -2.8
> CCC(CC)C1=NN2C(=N)/C(=C\c3cc(C)n(-c4cccc(C)c4)c3C)C(=O)N=C2S1
 : 24.4 | -3.2 | -1.1 | 0.5 | 0.7 | 0.0 | -7.2 | -18.4 | -2.0
> COc1ccc(S(=O)(=O)n2nc(C)c(S(=O)(=O)N3CCOCC3)c2C)cc1OC
 : 4.4 | -6.4 | 0.6 | 1.0 | -1.5 | / | 3.8 | 1.9 | -2.8
> CCOC(=O)N1CCN(C(=O)c2ccc3c(=O)n(Cc4ccccc4)c(=S)[nH]c3c2)CC1
 : -8.1 | -6.3 | 1.4 | 5.0 | -4.3 | -5.4 | -10.0 | 2.9 | -5.3
> Cc1sc2ncn(CC(=O)N3CCCC(C)C3)c(=O)c2c1S(=O)(=O)N1CCCCC1 (stereo unspecified)
 : 1.5 | -2.6 | -0.6 | -0.9 | -2.7 | -7.3 | -26.4 | 24.0 | -4.7
> CC(C)C(=O)Nc1cccc(C(=O)Nc2ccc(S(=O)(=O)Nc3nccs3)cc2)c1
 : 6.3 | -0.1 | -0.1 | -0.2 | -1.3 | -6.2 | -17.1 | 22.8 | -3.0
> O=C(O)c1c(C(=O)O)c(-c2ccc(F)cc2)n2c1CCC2
 : 10.3 | -20.5 | -0.7 | 0.6 | 10.6* | -4.8 | -0.6 | 41.5 | 1.4
> Cc1c(N2C(=O)c3cccc4cccc(c34)C2=O)cnn1C
 : 0.6 | -8.4 | -0.8 | 1.2 | 3.5 | -5.4 | -4.8 | 15.9 | -1.3
> C#CCNC(=O)C(C)c1ncc(C(F)(F)F)cc1Cl (stereo unspecified)
 : -2.9 | -19.2 | -0.1 | 1.0 | -0.4 | -0.1 | -2.0 | 16.3 | -3.3
> Cc1cc2nc(-c3cccc(NC(=O)c4ccc(Br)o4)c3C)oc2cc1C
 : 4.8 | 2.1 | -0.8 | 2.1 | -1.4 | -2.9 | -5.2 | 31.3 | 0.1
> Cn1ncc(Br)c1C(=O)N1CCCC1
 : 2.1 | -14.6 | 0.7 | 0.5 | -1.5 | -3.7 | -2.0 | 23.3 | -2.0
> CN(C)/C=N/c1c(C#N)cnn1-c1ccccc1
 : -1.9 | -0.5 | 0.4 | 0.4 | -0.4 | -4.8 | 0.8 | -11.4 | -0.8
> Nc1c(S(=O)(=O)c2ccccc2)c2nc3ccccc3nc2n1Cc1ccco1
 : 18.7 | -7.6 | 4.0 | 2.1 | -0.1 | -4.2 | -6.6 | 17.7 | 0.5
> COc1ccc2cc(C(C)c3nc4ccccc4c(=O)n3N)ccc2c1 (stereo unspecified)
 : -8.1 | -10.9 | 0.8 | 0.7 | -5.7 | -0.5 | -23.4 | -1.5 | -1.8
> CCc1c(C)nc2ncnn2c1N1CCC(C(=O)N2CCN(c3ccc(F)cc3)CC2)CC1
 : -5.8 | -9.4 | -1.8 | -0.7 | 0.4 | -6.1 | -26.3 | 16.3 | -1.8
> COc1ccc(CCNC(=O)/C(C#N)=C/c2ccc(OCC(=O)NCC3CCCO3)cc2)cc1OC (stereo unspecified)
 : -9.6 | 7.0 | -0.7 | 0.8 | -2.6 | 7.6 | -30.9 | 49.0 | -0.3
> CCCCC1CC(CSc2ncn[nH]2)OC1=O (stereo unspecified)
 : -0.2 | 1.6 | -0.4 | -0.2 | -1.8 | -2.4 | -2.8 | -6.0 | -5.1
> Cc1cc2oc(C(=O)N(Cc3ccccc3)c3ccccn3)cc(=O)c2cc1Cl
 : 1.0 | -11.9 | -0.2 | -0.7 | -0.9 | -4.2 | -0.6 | 5.0 | -1.3
> CC1CCCCN1CCn1c(=S)[nH]c2cc3c(cc2c1=O)OCO3 (stereo unspecified)
 : 4.5 | -10.7 | 0.7 | 0.2 | 0.8 | 1.9 | 8.4 | 0.6 | -3.5
> NS(=O)(=O)c1ccc(O)c(N2C(=O)c3cccc4c(C(=O)O)ccc(c34)C2=O)c1
 : -18.8 | 0.5 | -0.8 | 2.7 | -0.2 | -0.8 | 3.3 | 17.0 | 0.5
> Cc1ccc(CNC(=O)COc2cc(O)c3c(c2)OC(C)(C)CC3=O)cc1
 : -16.6 | -8.2 | -2.1 | -0.3 | -1.9 | -6.2 | -37.1 | 29.1 | -1.1
> Cc1ccccc1-c1ncc(CN2CCN(C3CCCC3)C(CCO)C2)cn1 (stereo unspecified)
 : -7.7 | 0.2 | 1.0 | 0.1 | -0.3 | -2.8 | -0.4 | 39.7 | -1.0
> O=C1c2ccccc2C(=O)N1CC(O)CN1CCOCC1 (stereo unspecified)
 : 6.0 | -11.5 | 0.9 | 1.7 | -3.4 | -0.6 | -0.3 | -3.5 | -2.5
> Cc1ccc(S(=O)(=O)N(CC2CO2)c2cc(Cl)ccc2Cl)cc1 (stereo unspecified)
 : -2.3 | -7.8 | -1.6 | 0.5 | -1.3 | -8.2 | -27.6 | 31.9 | 0.8
> Cc1cccc(CN2C3=NCCCN3c3ccccc32)c1
 : -4.8 | 7.2 | 2.0 | 0.2 | -0.4 | -12.0 | 3.2 | 19.5 | -2.1
> CCOc1ccc(NC(=O)CN2CCN(CC(=O)Nc3ccc4c(c3)OCCO4)CC2)cc1
 : 5.1 | 13.4 | 0.1 | -0.6 | 0.5 | 0.5 | -2.3 | 8.7 | -1.0
> Cc1cc(S(=O)(=O)N2CCOCC2)ccc1OCC(=O)N1CCOCC1
 : -5.0 | 6.2 | -0.1 | 0.8 | -4.6 | -11.6 | -4.2 | 14.3 | -1.2
> Cc1nccc2[nH]c(=O)c(C(=O)NCCCN(C)C3CCCCC3)cc12
 : 3.4 | -3.3 | / | / | 0.9 | / | -1.4 | -5.7 | -2.3
> Cc1ccc(C(CCN)c2ccco2)cc1 (stereo unspecified)
 : -3.7 | -9.6 | -1.4 | 0.6 | -4.0 | -6.1 | -4.6 | 5.0 | -2.5
> C/C(=N\NC(=O)Cc1ccc(Br)cc1)c1cccnc1
 : -8.4 | -14.1 | 0.5 | 0.7 | -0.7 | -0.3 | -14.4 | 19.8 | -0.2
> COc1cccc2cc(C(=O)c3ccccc3)oc12
 : -19.7 | 6.0 | -1.1 | -1.6 | 1.8 | -7.5 | -7.7 | 13.1 | -3.6
> O=C(CCCc1c[nH]c2ccccc12)N[C@@H](Cc1c[nH]c2ccccc12)C(=O)O
 : 12.7 | -11.7 | -0.7 | 0.0 | -0.3 | -10.9 | -30.4 | 23.9 | -1.9
> CC(C)CCn1c(SCC#N)nc2c(sc3ccccc32)c1=O
 : -6.7 | 4.4 | -0.9 | 0.1 | -1.2 | 3.3 | 4.6 | -4.4 | -2.4
> CCn1c(SCC(=O)c2ccc(O)c(O)c2)nnc1-c1ccccc1OC
 : 0.1 | -6.6 | 1.1 | 0.4 | 1.1 | 3.9 | -16.2 | 47.3 | -3.3
> CCS(=O)(=O)N1CCC(C(=O)N2CCN(c3ccccc3)CC2)CC1
 : -12.3 | 9.0 | -0.3 | 3.8 | 1.5 | -0.7 | -5.3 | -1.4 | -0.9
> CCOc1cc(-c2noc(CCCC(=O)NC3CCCCC3)n2)ccc1OC
 : -0.3 | -1.8 | 7.5 | 2.4 | -1.5 | -11.6 | -36.9 | -12.0 | -3.3
> Cc1ccc(S(=O)(=O)Nc2c(C)n(C)n(-c3ccccc3)c2=O)cc1C(=O)OC(C)C(=O)N(C)c1ccccc1 (stereo unspecified)
 : 12.2 | -7.6 | 0.1 | -1.0 | -4.8 | -0.6 | -43.4 | 9.5 | -4.9
> Cc1ccc(N(CC(=O)NC(C)(C)C)C(=O)CS(=O)CC(=O)Nc2ccc3c(c2)OCO3)cc1 (stereo unspecified)
 : 9.8 | -1.0 | -0.2 | -0.5 | -2.3 | -4.9 | -24.8 | 40.7 | -0.9
> Cc1ccsc1/C=N/n1cnc2sc(C)c(C)c2c1=O
 : -1.2 | -20.9 | -1.9 | -0.5 | -0.3 | 4.0 | -8.8 | 23.2 | 1.6
> COc1ccc(C(=O)N2CC(=O)Nc3ccccc32)cc1S(=O)(=O)N1CCOCC1
 : 6.8 | -7.1 | 0.6 | -0.3 | -1.9 | -1.6 | -3.6 | 23.7 | -3.4
> COc1ccc(CCNC(=O)C(=O)NCC2OCCN2S(=O)(=O)c2cc(F)ccc2F)cc1OC (stereo unspecified)
 : -1.8 | 8.4 | 1.9 | 2.4 | -3.8 | / | -30.8 | 25.4 | -2.7
> O=S(=O)(NCCc1ccccn1)c1ccc(-c2ccccn2)s1
 : -11.3 | 2.7 | 1.2 | 2.0 | 0.5 | -6.9 | -6.1 | 34.2 | 0.2
> CC(C)CCN1CCN(Cc2nc(-c3ccccc3)cs2)CC1CCO (stereo unspecified)
 : 7.6 | -7.1 | -0.1 | 0.7 | -0.2 | -4.9 | 5.1 | 57.3 | -0.8
> O=C(Nc1nccs1)C1CCCN1S(=O)(=O)c1ccc(Cl)cc1 (stereo unspecified)
 : -6.0 | 0.8 | 1.1 | 1.1 | -1.8 | -8.8 | -6.8 | 2.6 | -2.7
> O=S(=O)(c1cccc(COc2ccc(Cl)cc2Cl)c1)N1CCOCC1
 : -16.2 | 11.6 | 0.3 | 1.7 | 0.0 | 3.9 | -29.0 | 18.5 | -1.7
> COc1ccc(-n2nc3c(c2NC(=O)c2ccco2)CS(=O)(=O)C3)cc1
 : 7.2 | -6.9 | 0.1 | -0.3 | -0.5 | -0.2 | -8.8 | 23.9 | -0.3
> Cc1cnc(C(=O)OCC(=O)NCCCc2ccccc2)cn1
 : 1.9 | -8.0 | -0.9 | 1.8 | -2.8 | -2.8 | 3.5 | 4.4 | -5.5
> Cc1ccc2nc(NC(=O)COC(=O)c3ccco3)sc2c1
 : -1.5 | 5.3 | 3.8 | 1.1 | -1.6 | -4.6 | -5.6 | -12.2 | -2.4
> CCOC(=O)C1CCN(C(=O)CCS(=O)(=O)c2ccc3c(c2)n(C)c(=O)c(=O)n3C)CC1
 : 1.1 | 0.8 | 0.4 | 0.6 | 0.1 | 0.7 | -9.2 | 1.8 | -2.2
